PLK1 PBD block – blocks phosphopeptide binding to human PLK1 polo-box domain. 360,000 tested, 2.8% active. Potency, µM, for the others: max response, negative = inhibition, hits mostly inhibitors. P53350. Plk1 PBD binding of FITC phosphopeptide, fluorescence polarization; further: potency means the concentration at half of the fitted maximal effect; series mostly up to about 57 µM; on the % scale 0 is the no-effect control and ±100 the full control effect; nearly all actives have a fitted effect of over 65% in size
EPAC1 agonist – agonists of human EPAC1. O95398. EPAC1 agonist qHTS, biochemical assay; response scale: 100% = response to 6.5 mM cAMP. Potency, µM (doses to about 154 µM), for inactives: at the highest dose activation, hits mostly activators. 360,000 tested, 0.073% active. AID 720707; further: potency means the concentration at half of the fitted maximal effect; nearly all actives have a fitted effect of over 60% in size
Target sequence (O95398 whole entry, looked up): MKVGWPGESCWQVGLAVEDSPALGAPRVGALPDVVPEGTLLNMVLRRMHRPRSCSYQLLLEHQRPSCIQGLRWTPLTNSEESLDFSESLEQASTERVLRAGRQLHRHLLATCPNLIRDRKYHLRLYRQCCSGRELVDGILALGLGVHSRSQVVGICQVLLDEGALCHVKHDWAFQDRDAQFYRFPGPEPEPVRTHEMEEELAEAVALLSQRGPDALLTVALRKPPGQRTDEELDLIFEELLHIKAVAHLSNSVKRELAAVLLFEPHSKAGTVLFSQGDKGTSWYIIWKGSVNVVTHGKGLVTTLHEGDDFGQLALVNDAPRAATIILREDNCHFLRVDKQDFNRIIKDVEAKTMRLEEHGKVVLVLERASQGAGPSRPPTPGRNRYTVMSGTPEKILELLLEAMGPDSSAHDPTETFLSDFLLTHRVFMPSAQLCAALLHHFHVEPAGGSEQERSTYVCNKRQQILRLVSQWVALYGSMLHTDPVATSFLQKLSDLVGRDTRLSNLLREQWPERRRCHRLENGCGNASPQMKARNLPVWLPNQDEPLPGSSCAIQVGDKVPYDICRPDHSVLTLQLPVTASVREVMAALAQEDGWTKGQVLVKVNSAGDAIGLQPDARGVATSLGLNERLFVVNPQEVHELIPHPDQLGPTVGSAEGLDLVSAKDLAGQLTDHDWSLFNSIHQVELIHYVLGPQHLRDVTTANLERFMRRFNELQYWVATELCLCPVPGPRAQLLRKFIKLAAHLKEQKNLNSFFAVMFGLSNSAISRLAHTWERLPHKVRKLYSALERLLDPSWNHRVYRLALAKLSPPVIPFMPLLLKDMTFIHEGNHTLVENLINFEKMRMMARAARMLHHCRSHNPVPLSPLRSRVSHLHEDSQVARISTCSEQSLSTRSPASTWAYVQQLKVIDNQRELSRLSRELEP
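Multi-concentration qHTS readout: loss of Rap1B-bound BODIPY-GDP fluorescence driven by 100 nM EPAC1 with excess GDP (50 uM), monitored kinetically at room temperature; agonist response expressed relative to 6.5 mM cAMP.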
CCT modulator – cytosolic chaperonin activity modulation; purified chaperonin ATPase assay, HTRF ADP detection, 30 min; AID 651819; activity change, % (no concentration beside the values), hits read low; 360,000 tested, 0.3% active; in the data active means activity change below about -30%; further: on the % scale 0 is the no-effect control and ±100 the full control effect
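We incubate TRiC, 40 or 20 nM final, with library compounds at 76 uM and 10 uM ATP for 30 min at 37 °C. ADP formed is detected with Transcreener HTRF reagents after 30 min at room temperature.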
PI5P4Ka inh – blocks human PI5P4K alpha kinase activity | P48426 | PI5P4Kalpha enzyme, ADP-Glo luminescence, 60 min; stronger effect = lower value | max response, % | 330,000 tested, 1.2% active | AID 652105; active means max response of -50% or lower; inconclusive means between -30% and -50%; inactive means -30% or higher; further: value at the top dose of about 77 µM; on the % scale 0 is the no-effect control and ±100 the full control effect
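Luminescence from ADP-Glo served as readout of PI5P4Kalpha activity in a qHTS format. Reaction: enzyme, substrate, compound, ATP at 5 microM final, 60 min at RT.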
EPAC2 agonist – agonists of human EPAC2 (RAPGEF4) | Q8WZA2 | EPAC2 activation, biochemical qHTS; response scale: 100% = 6.5 mM cAMP response | Potency, µM (titrated, usually from 154 µM), for the others: at the top dose activation, most hits filed as activators | 360,000 tested, 0.079% active | AID 720711; further: potency means the concentration at half of the fitted maximal effect; nearly all actives have a fitted effect of over 50% in size
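Readout is BODIPY fluorescence (480 nm excitation, 540 nm emission), which falls as labeled GDP is exchanged off Rap1B. EPAC2 at 100 nM acted on 250 nM RAP1B-BODIPY-GDP with 50 uM GDP present.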
EPAC1 antag – antagonists of human EPAC1 | EPAC1 GEF assay, Rap1b-BODIPY-GDP exchange fluorescence | Potency, µM (top dose mostly 115 µM), for inactives: at the highest dose activity change, negative = inhibition, hits mostly inhibitors | 360,000 tested, 0.14% active | AID 720709;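 further: potency means the concentration at half of the fitted maximal effect; plate controls were vehicle for no effect and positive control for full effect; nearly all actives have a fitted effect of over 50% in size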
WRN helicase inh – inhibitors of human WRN helicase | Q14191 | WRN helicase unwinding, fluorescent forked duplex, kinetic | Potency, µM (doses to about 114 µM), for inactives: at the highest dose activity change, negative = inhibition, most hits filed as inhibitors | AID 651768 | 360,000 tested, 0.46% active; further: potency means the concentration at half of the fitted maximal effect; on the % scale 0 is the no-effect control and ±100 the full control effect; nearly all actives have a fitted effect of over 55% in size
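Enzyme (20 nM final) and test compound sit together 15 min at room temperature before substrate addition. Substrate is a single-forked duplex oligonucleotide (100 nM) labelled with fluorophore and quencher, with 2 mM ATP; helicase unwinding raises red fluorescence, read kinetically.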
IL-2 act – activators of IL-2; activation, % (series mostly up to about 46 µM); 360,000 tested, 0.065% active; AID 652025; IL-2 activation reporter assay, cell-based qHTS; stimulated with anti-CD3/CD4/CD28 beads; in transgenic mouse T cells; in the data active means activation above about 50%; inconclusive means mostly about 30% to 49%; further: 0% is about no effect
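Unstimulated transgenic mouse T cells, 750 per well, received compound and, after 60 minutes, anti-CD3/anti-CD4 bead plus anti-CD28 stimulation. EGFP and DsRed were quantified after 18 hours.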
Starred values were filed as active, the others as inactive; ? = inconclusive; / = not tested or not shown; & = joins results of further samples; [ ] = remark or other dose. Unless noted, the call rests on the fitted dose curve; in most records, active means well fitted curve in the direction sought with a large enough effect; inconclusive means small, poorly fitted or top-dose-only effect, or another doubt; inactive means no such curve, though single readings can be large; an effect the other way counts as inactive or inconclusive.

cpd | Compound | PLK1 PBD block | EPAC1 agonist | CCT modulator | PI5P4Ka inh
1 | Nc1ccccc1C(=O)NCCN1CCNC1=O | 4% | -7% | 0.8 | 4
2 | O=C1NC[C@H](Cc2ccc(O)cc2)N(C[C@H]2CCCN2C[C@H](Cc2ccccc2)N2C[C@H](Cc3ccccc3)N(CCc3ccccc3)C(=O)C2=O)C1=O | -7% | 8% | 0.2 | -4
3 | Cc1[nH]c2ccccc2c1C(c1ccncc1)N1CCN(c2ccccn2)CC1 (stereo unspecified) | -24% | 3% | -2.2 | -9
4 | O=C(O)c1oc2ccccc2c1-n1cccc1 | -9% | -2% | -0.7 | -7
5 | O=c1[nH]c(Nc2ccccc2)cc2ccccc12 | ? | -6% | -1.7 | -28
6 | CS(=O)(=O)N(CC(=O)NCCSCc1c(F)cccc1Cl)c1cccc([N+](=O)[O-])c1 | -1% | -1% | -1.8 | 6
7 | CCOC(=O)c1[nH]ncc1CN1CCCC(C(=O)c2ccc(C(C)(C)C)cc2)C1 (stereo unspecified) | 6% | -11% | 1.4 | 3
8 | COc1ccc(Cl)cc1NC(=O)CSC1=NN2CCCC(=O)N=C2S1 | -1% | 11% | 1.3 | -1

cpd | EPAC2 agonist | EPAC1 antag | WRN helicase inh | IL-2 act
1 | 8% | 19% | 14% | 0.1
2 | 1% | -24% | -10% | 0.1
3 | 14% | ? | -9% | -6.1
4 | 3% | 1% | 1% | -1.8
5 | 6% | 50µM* | -49%[57.1 µM] | 2.8
6 | 2% | -24% | 9% | -3.0
7 | -3% | 0% | -7% | 0.1
8 | 7% | 4% | -6% | -0.7

The list goes on:
cpd | Compound | PLK1 PBD block | EPAC1 agonist | CCT modulator | PI5P4Ka inh
9 | Cc1ccc(S(=O)(=O)Oc2ccc(/C=C(/NC(=O)c3ccccc3)C(=O)NCCCC(=O)O)cc2)cc1 | -11% | 7% | -2.2 | -9
10 | COc1ccc(-n2c(SCC(=O)N(C)C3CCS(=O)(=O)C3)nc3ccc(O)cc3c2=O)cc1OC (stereo unspecified) | -13% | 0% | -1.2 | 1
11 | Cc1cc(C(=O)N(NC(=O)C(C)C)c2ccccc2)cs1 | -8% | -3% | 0.9 | 5
12 | CCCCn1c(N)c(N(CC(C)C)C(=O)CSC(C)C(=O)Nc2cc(C)on2)c(=O)[nH]c1=O (stereo unspecified) | -2% | -5% | 1.4 | 0
13 | CCOC(=O)CN1CC23C=CC(O2)C(C(=O)Nc2ccc(F)cc2)C3C1=O (stereo unspecified) | -16% | 1% | 1.6 | -2
14 | CCCCC(C)n1[nH]c(=O)c2c(C)cc(C)nc21 (stereo unspecified) | -6% | -5% | 1.3 | -2
15 | COc1cc(/C=N/NC(=O)CCC(=O)Nc2ccc(F)cc2)ccc1O | 3% | -8% | -1.9 | -6
16 | CN(Cc1ccccc1)C(=O)C1CCCN1S(=O)(=O)c1ccc(Cl)cc1 (stereo unspecified) | 5% | -5% | -1.5 | 4

cpd | EPAC2 agonist | EPAC1 antag | WRN helicase inh | IL-2 act
9 | 16% | -3% | 6% | 0.0
10 | 9% | -14% | 7% | -0.3
11 | 4% | -13% | 1% | 2.1
12 | 12% | 10% | -5% | 0.2
13 | 4% | 10% | -15% | -2.1
14 | -2% | -29% | -14% | 6.0
15 | 13% | 3% | 0% | -1.1
16 | -3% | 18% | 9% | 1.1

Other structures:
cpd | Compound | PLK1 PBD block | EPAC1 agonist | CCT modulator | PI5P4Ka inh
17 | CCc1cccc(C)c1NC(=O)c1cc(-c2ccncc2)nc2ccccc12 | 4% | -14% | -1.1 | 1
18 | COc1cc(C(Nc2ccccn2)c2c(NC(=O)c3ccco3)sc(C)c2C)cc(OC)c1OC (stereo unspecified) | -10% | 7% | -1.4 | 2
19 | Cc1nn(S(=O)(=O)c2ccc(F)cc2)c(C)c1S(=O)(=O)N1CCOCC1 | -3% | 4% | 0.0 | 0
20 | C=C1C[C@]23C[C@@]1(O)CC[C@H]2[C@@]12C=C[C@H](O)[C@@](C)(C(=O)O1)[C@H]2[C@@H]3C(=O)O | -2%&4% | -8%&-8% | -3.8&0.0 | 9&0
21 | CC(C)(C)c1nc2c(Br)cc(Br)cc2c(=O)o1 | -9% | -4% | 0.1 | 1
22 | Cc1occc1C(=O)NNC(=O)c1ccccc1F | -11% | 1% | -0.4 | 0
23 | O=C(NCC1CCN(Cc2cccc(Cl)c2)CC1)Nc1ccccc1Cl | 1% | -4% | -1.5 | -1
24 | CCOc1cc(C)c(Cl)cc1S(=O)(=O)NCC1CCCO1 (stereo unspecified) | -3% | 6% | 2.1 | 2

cpd | EPAC2 agonist | EPAC1 antag | WRN helicase inh | IL-2 act
17 | -9% | -22% | -30% | -0.1
18 | 14% | -29% | -2% | -3.4
19 | 8% | 11% | 6% | -2.8
20 | 10%&9% | ? | 3%&-1% | 0.2&-0.5
21 | 2% | 11% | -8% | -1.8
22 | 4% | ? | 1% | 0.3
23 | 8% | 6% | -5% | 0.1
24 | -4% | -5% | -9% | 1.0

Next entries
cpd | Compound | PLK1 PBD block | EPAC1 agonist | CCT modulator | PI5P4Ka inh
25 | Cc1ccn2c(/C=N/OCc3ccc(F)cc3)c(-c3ccc(Cl)cc3)nc2c1 | -5% | 4% | -4.5 | 2
26 | Cc1cc(C)c(S(=O)(=O)c2ccccc2C)c(OCC(C)(C)C)n1 | -9% | 3% | -0.5 | 14
27 | CCOc1ccc(N2C(=O)CS/C2=C(\C(Cl)=C(Cl)Cl)[N+](=O)[O-])cc1 | -14% | 4% | 1.3 | -27
28 | CCOC(=O)C1CCN(c2ccc(C(=O)O)cc2[N+](=O)[O-])CC1 | -9% | 9% | -2.6 | 5
29 | Cc1nnc(CN(C)Cc2cn[nH]c2-c2ccc(-c3ccccc3)cc2)o1 | ? | -4% | -0.8 | 3
30 | CCOc1ccc(NC(=O)CN2CCN(c3ccc(F)cc3)CC2)cc1 | 1% | -5% | 0.7 | -1
31 | O=C(NCc1cccc(Cl)c1)c1ccc(CS(=O)Cc2ccc(Cl)cc2)o1 (stereo unspecified) | -20% | 1% | -2.8 | -1
32 | O=C(c1cccc(F)c1)N1CCCC(C(=O)N2CCN(c3ccccc3)CC2)C1 (stereo unspecified) | -11% | 0% | -0.4 | 4

cpd | EPAC2 agonist | EPAC1 antag | WRN helicase inh | IL-2 act
25 | -1% | 6% | -15%[57.1 µM] | -1.6
26 | -2% | -30% | -31% | 0.3
27 | -5% | -21% | -9% | 0.8
28 | -6% | -8% | -25%[57.1 µM] | -1.5
29 | 0% | -18% | 10% | -0.6
30 | -8% | -7% | -1% | -0.3
31 | 11% | -3% | -5% | -4.0
32 | 1% | -25% | 3% | 1.4

4 compounds out of the list above, ordered by the value under EPAC2 agonist, ascending:
cpd | Compound | PLK1 PBD block | EPAC1 agonist | CCT modulator | PI5P4Ka inh
14 | CCCCC(C)n1[nH]c(=O)c2c(C)cc(C)nc21 (stereo unspecified) | -6% | -5% | 1.3 | -2
13 | CCOC(=O)CN1CC23C=CC(O2)C(C(=O)Nc2ccc(F)cc2)C3C1=O (stereo unspecified) | -16% | 1% | 1.6 | -2
12 | CCCCn1c(N)c(N(CC(C)C)C(=O)CSC(C)C(=O)Nc2cc(C)on2)c(=O)[nH]c1=O (stereo unspecified) | -2% | -5% | 1.4 | 0
9 | Cc1ccc(S(=O)(=O)Oc2ccc(/C=C(/NC(=O)c3ccccc3)C(=O)NCCCC(=O)O)cc2)cc1 | -11% | 7% | -2.2 | -9

cpd | EPAC2 agonist | EPAC1 antag | WRN helicase inh | IL-2 act
14 | -2% | -29% | -14% | 6.0
13 | 4% | 10% | -15% | -2.1
12 | 12% | 10% | -5% | 0.2
9 | 16% | -3% | 6% | 0.0

Further compounds:
cpd | Compound | PLK1 PBD block | EPAC1 agonist | CCT modulator | PI5P4Ka inh
33 | Cc1cc(C)c(OCC(=O)Nc2ccc(S(=O)(=O)N3CCOCC3)cc2)c(C)c1 | 1% | 16% | -2.0 | 13
34 | CCC(c1nnc(SCC(=O)Nc2ccc(C(=O)Nc3ccccc3OC)cc2)o1)N(C)C (stereo unspecified) | -4% | 1% | -1.3 | -17
35 | CCCNC(=O)C1CC(c2ccccc2[N+](=O)[O-])=NO1 (stereo unspecified) | -4% | 8% | 0.8 | -3
36 | O=C(NCc1ccc(Cl)cc1)c1ccc(Cl)cc1[N+](=O)[O-] | ? | -3% | -0.5 | 1
37 | O=Cc1cn(-c2ccccc2)nc1-c1ccncc1 | -7% | 5% | -2.1 | -3
38 | CC(=O)c1c(C)nc(-c2ccc3c(c2)OCO3)n1O | -5% | 0% | -0.7 | -6
39 | Clc1ccc(-c2cc(COc3ccccc3)no2)cc1Cl | -1% | -2% | 0.9 | -2
40 | COc1ccc(NC(=S)N(Cc2ccc(C)cc2)Cc2ccccn2)cc1 | 2% | 3% | -5.0 | 1

cpd | EPAC2 agonist | EPAC1 antag | WRN helicase inh | IL-2 act
33 | -2% | -19% | -22% | -0.5
34 | -6% | -2% | -27%[57.1 µM] | -2.0
35 | -1% | 6% | -18% | -0.2
36 | 0% | -15% | -5% | 1.8
37 | 12% | -18% | 16% | -2.6
38 | -7% | 8% | -3% | -0.4
39 | 1% | 9% | 5% | -3.0
40 | 8% | 1% | -15% | 1.4

(continued)
cpd | Compound | PLK1 PBD block | EPAC1 agonist | CCT modulator | PI5P4Ka inh
41 | CCOc1ccc(C(=O)Nc2ccc(S(=O)(=O)N3CCN(C)CC3)cc2)cc1 | -1% | 12% | -0.2 | -3
42 | Cc1c(Br)c([N+](=O)[O-])nn1C(C)C(=O)NCC1CCCO1 (stereo unspecified) | 8% | 3% | -9.4 | -1
43 | O=C(NCCn1cc(SCc2ccc(F)cc2)c2ccccc21)c1ccccc1F | -2% | 9% | -1.3 | 24
44 | O=C(Nc1ccccc1Cl)Oc1ccc(-c2ccccc2)cc1 | -7% | -8% | -1.8 | -3
45 | O=S(=O)(N/N=C\c1cn(-c2ccccc2)nc1-c1ccccc1)c1ccccc1 | -8% | ? | -1.9 | /
46 | Cc1nn(-c2ccc(F)cc2)c(Cl)c1/C=C/C(=O)OCC(=O)Nc1c(F)c(F)c(F)c(F)c1F | -10% | 16% | -1.6 | 1
47 | CC(C)C1Cc2[nH]c(=S)[nH]c(=O)c2C(c2ccc(F)cc2)O1 (stereo unspecified) | -2% | 7% | 0.9 | 2

cpd | EPAC2 agonist | EPAC1 antag | WRN helicase inh | IL-2 act
41 | 8% | -17% | -1% | -0.9
42 | 5% | 5% | -8% | 2.2
43 | 4% | 1% | -12% | -3.0
44 | 15% | -5% | 4% | -2.3
45 | 17% | -4% | -20% | 0.7
46 | -2% | 0% | -30%[57.1 µM] | -3.7
47 | 7% | -8% | -9% | -0.4

Screens: PubChem BioAssay, National Center for Advancing Translational Sciences (NCATS)

The list is partial; count on the stated rates, not on these rows.
